Compound activity (PubChem)
BioA inh: inhibitors of Mycobacterium tuberculosis BioA enzyme; purified M. tuberculosis BioA enzyme, plate reader; inhibition, % at 9.99 µM; hit rate 0.096% among 360,000; in the data active means inhibition above about 40%
The depositor's hits bear a star; & = joins results of further samples. These rows are one share of the data; count on the stated rates, not on these rows.

SMILES | BioA inh
Cc1noc(C)c1NC(=O)Nc1ccc2c(c1)C(=O)N(C)[C@H]1CC[C@H](CC(=O)NCc3ccc(Cl)cc3)O[C@H]1CO2 | -1.2
C[C@H](CO)N1C[C@H](C)[C@H](CN(C)C)OCc2cnnn2CCCC1=O | 0.2
Cc1ccc(S(=O)(=O)N(C)C[C@@H]2Oc3ccc(N(C)C)cc3C(=O)N([C@@H](C)CO)C[C@H]2C)cc1 | -2.6
COCCNC(=O)C[C@@H]1C[C@H]2c3cc(NC(=O)c4ccc5c(c4)OCO5)ccc3O[C@H]2[C@@H](CO)O1 | 3.3
CCCNC(=O)Nc1ccc2c(c1)OC[C@@H](C)N(C(=O)CC)C[C@@H](C)[C@@H](OC)CN(C)C2=O | -0.5
C[C@@H]1CN([C@@H](C)CO)C(=O)c2cc(NC(=O)Nc3ccc4c(c3)OCO4)ccc2O[C@H]1CN(C)S(=O)(=O)c1ccc(Cl)cc1 | -2.7
Cc1ccc(S(=O)(=O)Nc2ccc3c(c2)C(=O)N([C@@H](C)CO)C[C@@H](C)[C@H](CN(C)Cc2ccc(Cl)c(Cl)c2)OCCCC[C@@H](C)O3)cc1 | -2.1
C[C@H]1CN([C@@H](C)CO)C(=O)c2cc(C3=CCCC3)cnc2O[C@H]1CN(C)Cc1ccccn1 | 0.5
CC(=O)N[C@@H]1CC[C@@H](CCNC(=O)C2CC2)O[C@H]1CO | 2.4
C[C@@H]1CN([C@H](C)CO)S(=O)(=O)c2ccc(C#CC3CC3)cc2O[C@@H]1CN(C)S(C)(=O)=O | -0.4
CCNC(=O)C[C@H]1CC[C@H](NS(=O)(=O)c2ccc(F)cc2)[C@H](CO)O1 | -1.1
CCCNC(=O)N(C)C[C@H]1Oc2cc(C#CC3CC3)ccc2S(=O)(=O)N([C@@H](C)CO)C[C@H]1C | -0.8
C[C@@H]1CN([C@H](C)CO)C(=O)Cc2cc(NC(=O)Cc3ccccc3)ccc2O[C@H]1CN(C)Cc1ccc(Oc2ccccc2)cc1 | 0.2
O=C(Nc1ccc2c(c1)[C@H]1C[C@@H](CC(=O)N3CCOCC3)O[C@H](CO)[C@H]1O2)c1cccnc1 | 33
CCC(=O)Nc1ccc2c(c1)OC[C@H](C)N(C(=O)C1CC1)C[C@H](C)[C@@H](OC)CN(C)C2=O | -1.3
C[C@@H]1CN([C@@H](C)CO)S(=O)(=O)c2ccc(C#Cc3ccccc3F)cc2O[C@@H]1CN(C)CC1CC1 | 5.5
C[C@H]1CN([C@@H](C)CO)C(=O)c2cccc(NS(C)(=O)=O)c2O[C@@H]1CN(C)C(=O)Nc1cccc2ccccc12 | -2.8
CCC(=O)N1[C@@H]2c3cccc(=O)n3C[C@@H]2[C@@H](CO)[C@@H]1C(=O)NCc1ccccc1F | -0.6
COCC(=O)Nc1ccc2c(c1)[C@H]1C[C@H](CC(=O)N3CCc4ccccc4C3)O[C@@H](CO)[C@H]1O2 | -0.4
Cc1ccccc1-c1ccc2c(c1)O[C@@H](CN(C)Cc1ccc(C(=O)O)cc1)[C@H](C)CN([C@@H](C)CO)S2(=O)=O | 2.9
C[C@@H]1CN([C@@H](C)CO)C(=O)c2c(c3ccccc3n2C)-c2ccccc2CO[C@H]1CN(C)Cc1cccnc1 | -14
CN1C(=O)c2cc(NC(=O)NC3CCCC3)ccc2OC[C@@H]2O[C@@H](CC(=O)O)CC[C@H]21 | -1.8
COc1ccc(S(=O)(=O)N[C@H]2CC[C@@H](CC(=O)NCc3ccccc3F)O[C@H]2CO)cc1 | 20
CO[C@@H]1CN(C)C(=O)c2ccc(NC(=O)c3cccnc3)cc2OC[C@@H](C)N(CC2CC2)C[C@H]1C | 1.2
COc1ccc(CN2C[C@@H](O)COC[C@@H]3O[C@H](CC(=O)N4CCc5ccccc5C4)CC[C@H]32)cc1 | 2.7

More structures
SMILES | BioA inh
COCCNC(=O)C[C@H]1C[C@H]2c3cc(NC(=O)CN(C)C)ccc3O[C@H]2[C@@H](CO)O1 | -1.0
COCCNC(=O)C[C@H]1C[C@H]2c3cc(NC(=O)C4CCOCC4)ccc3O[C@H]2[C@H](CO)O1 | 0.1
COc1ccc(S(=O)(=O)N(C)C[C@H]2Oc3ccc(NC(=O)Cc4ccccc4)cc3CC(=O)N([C@@H](C)CO)C[C@@H]2C)cc1 | 0.4
O=C(O)[C@@H]1[C@@H](CO)[C@@H]2Cn3c(ccc(-c4cccc(F)c4)c3=O)[C@@H]2N1C(=O)c1ccccn1 | -0.7
CN1[C@@H]2c3cccc(=O)n3C[C@@H]2[C@@H](CO)[C@@H]1C(=O)NCCc1ccccc1 | -0.8
CC(=O)N1CCCCN2[C@H](CO)[C@H](c3ccc(-c4cccc(C)c4)cc3)[C@H]2C1 | 5.5
C[C@H](CO)N1C[C@H](C)[C@H](CN(C)S(=O)(=O)c2ccccc2F)OCc2ccccc2-c2c(n(C)c3ccccc23)C1=O | 7.6
COc1ccc(NC(=O)Nc2ccc3c(c2)[C@H]2C[C@H](CC(=O)NC4CCCC4)O[C@H](CO)[C@H]2O3)cc1 | -0.2
CN(C)c1ccc2c(c1)[C@@H]1C[C@@H](CC(=O)NCc3cccc(F)c3)O[C@H](CO)[C@@H]1O2 | -0.7
O=C(C[C@@H]1CC[C@H]2[C@@H](COC[C@@H](O)CN2CC2CCOCC2)O1)NCC1CCCCC1 | -0.8
Cc1ccc(S(=O)(=O)Nc2cccc3c2O[C@@H](CN(C)S(=O)(=O)c2ccc(F)cc2)[C@@H](C)CN([C@H](C)CO)C3=O)cc1 | 1.4
C[C@H]1CN([C@@H](C)CO)C(=O)c2cc(C#CC3(O)CCCC3)cnc2O[C@@H]1CN(C)S(=O)(=O)c1cccc(F)c1 | -1.5
C[C@@H]1CN([C@@H](C)CO)C(=O)Cc2cc(NC(=O)Nc3cccc4ccccc34)ccc2O[C@@H]1CN(C)C(=O)Nc1ccc2c(c1)OCO2 | -3.3
Cc1cc(C(=O)Nc2cccc3c2O[C@H](CN(C)C)[C@@H](C)CN([C@H](C)CO)C3=O)n(C)n1 | -0.9
Cc1ccc(S(=O)(=O)Nc2ccc3c(c2)C(=O)N([C@@H](C)CO)C[C@H](C)[C@H](CN(C)C(=O)Nc2cccc4ccccc24)OCCCC[C@H](C)O3)cc1 | -3.3
O=C(C[C@H]1C[C@@H]2c3cc(NC(=O)C4CCC4)ccc3O[C@@H]2[C@H](CO)O1)NCc1ccccc1F | -1.7
C/C=C/c1ccc([C@@H]2[C@@H](CO)N(C(=O)NCCC)[C@H]2CNC(=O)C2CCC2)cc1 | 3.2
COCC#Cc1ccc2c(c1)O[C@@H](CN(C)C(=O)C1CC1)[C@H](C)CN([C@H](C)CO)S2(=O)=O | -0.6
C[C@@H]1CCCCO[C@H](CN(C)C(=O)C2CCCCC2)[C@@H](C)CN([C@@H](C)CO)C(=O)c2cc(NC(=O)Nc3cccc4ccccc34)ccc2O1 | -2.3
CNC[C@H]1Oc2ccc(NC(=O)Nc3ccccc3)cc2CC(=O)N([C@@H](C)CO)C[C@@H]1C | 1.9
CCC(=O)N[C@H]1CC[C@H](CCn2cc(C3CC3)nn2)O[C@@H]1CO | -3.2
CC(=O)N(C)C[C@H]1Oc2ncc(-c3ccccc3C)cc2C(=O)N([C@H](C)CO)C[C@H]1C | -0.2
COc1ccc(CN(C)C[C@H]2OCCCC[C@@H](C)Oc3ccc(NC(=O)Nc4ccccc4)cc3C(=O)N([C@H](C)CO)C[C@H]2C)cc1 | 8.5
COc1ccccc1C#Cc1ccc2c(c1)O[C@@H](CN(C)Cc1cccnc1)[C@H](C)CN([C@H](C)CO)S2(=O)=O | -1.7
O=C(Cc1ccccc1)N1CC[C@@H]2[C@@H](CO)Nc3ccc(Br)cc3[C@@H]21 | 5.3

Further results
SMILES | BioA inh
COc1ccc(C#Cc2ccc3c(c2)[C@@H]2[C@@H](CCN2C(=O)c2ccccc2F)[C@@H](CO)N3)cc1 | -1.7
C[C@@H]1CCCCO[C@@H](CN(C)CC2CC2)[C@H](C)CN([C@H](C)CO)C(=O)c2cc(NC(=O)Nc3ccccc3)ccc2O1 | -0.7
C[C@H](CO)N1C[C@H](C)[C@H](CN(C)C(=O)Nc2ccccc2)Oc2ccc(NC(=O)Nc3ccc4c(c3)OCO4)cc2CC1=O | 1.5
C[C@@H]1CN([C@@H](C)CO)C(=O)c2cc(-c3ccccc3F)cnc2O[C@@H]1CN(C)C(=O)NC1CCCC1 | -0.8
COc1ccc(NC(=O)Nc2ccc3c(c2)C(=O)N([C@H](C)CO)C[C@H](C)[C@H](CN(C)Cc2ccc(C(=O)O)cc2)OCCCC[C@H](C)O3)cc1 | -0.1
COC(=O)C[C@H]1CC[C@H]2[C@@H](COc3ccc(NC(=O)c4cnccn4)cc3C(=O)N2C)O1 | 0.8
CCCNC(=O)Nc1ccc2c(c1)OC[C@H](C)N(C(=O)C1CCC1)C[C@@H](C)[C@H](OC)CN(C)C2=O | 2.1
Cc1noc(C)c1S(=O)(=O)Nc1ccc2c(c1)C(=O)N([C@@H](C)CO)C[C@H](C)[C@H](CN(C)Cc1ccccc1)OCCCC[C@H](C)O2 | -1.1
O=C(c1ccncc1)N1C[C@H]2[C@@H](c3ccccc31)[C@@H](CO)N2C(=O)c1ccccc1F | -0.7
CCC(=O)Nc1ccc2c(c1)C(=O)N(C)[C@H]1CC[C@@H](CC(=O)Nc3cccc(OC)c3)O[C@@H]1CO2 | -1.0
C[C@@H]1CCCCO[C@@H](CN(C)C(=O)NC2CCCCC2)[C@@H](C)CN([C@H](C)CO)C(=O)c2cc(NC(=O)Nc3cccc4ccccc34)ccc2O1 | -1.9
C[C@H](CO)N1C[C@H](C)[C@H](CN(C)Cc2ccc(Cl)c(Cl)c2)Oc2c(NC(=O)c3cnccn3)cccc2C1=O | -0.4
CO[C@H]1CN(C)C(=O)c2cc(NS(=O)(=O)c3cn(C)cn3)ccc2OC[C@@H](C)N(CCC(F)(F)F)C[C@@H]1C | -2.7
C[C@@H]1CN([C@H](C)CO)C(=O)Cc2cc(NS(=O)(=O)c3ccccc3)ccc2O[C@H]1CN(C)Cc1ccc(-c2ccccc2)cc1 | -0.9
COCCNC(=O)C[C@H]1CC[C@H]2[C@H](COc3ccc(NC(=O)COC)cc3C(=O)N2C)O1 | -1.2
COc1cccc(-c2cnc3c(c2)C(=O)N([C@H](C)CO)C[C@H](C)[C@H](CN(C)Cc2ccncc2)O3)c1 | 3.8&0.0
Cc1noc(C)c1NC(=O)Nc1ccc2c(c1)C(=O)N([C@H](C)CO)C[C@@H](C)[C@H](CN(C)C(=O)Nc1ccc3c(c1)OCO3)O2 | 2.3
C[C@@H]1CN([C@H](C)CO)C(=O)CCCn2cc(nn2)CO[C@H]1CN(C)Cc1ccc2c(c1)OCCN2C | -1.6
C[C@@H]1CN([C@H](C)CO)S(=O)(=O)c2ccc(-c3ccncc3)cc2O[C@H]1CN(C)Cc1ccncc1 | 1.8
O=C(Cc1ccccn1)N[C@@H]1CC[C@@H](CC(=O)N2CCCCC2)O[C@H]1CO | 2.0
C[C@@H]1CN([C@H](C)CO)C(=O)c2cccc(NC(=O)Nc3ccc4c(c3)OCO4)c2O[C@H]1CN(C)C(=O)Nc1ccc(F)cc1 | 3.6
C[C@H](CO)N1C[C@H](C)[C@@H](CN(C)C(=O)Nc2ccccc2)Oc2ccc(NS(C)(=O)=O)cc2CC1=O | -2.5
CN1C(=O)c2cc(NS(=O)(=O)c3cccc(F)c3)ccc2OC[C@@H]2O[C@H](CC(=O)N3CCc4ccccc4C3)CC[C@H]21 | -0.2
C[C@@H]1CN([C@@H](C)CO)C(=O)c2cc(-c3cccc(F)c3)cnc2O[C@@H]1CN(C)S(=O)(=O)c1cccc(F)c1 | 2.6
C[C@@H]1CCCCO[C@@H](CN(C)C)[C@H](C)CN([C@@H](C)CO)C(=O)c2cc(NS(=O)(=O)c3ccc(Cl)cc3)ccc2O1 | 0.7
C[C@H](CO)N1C[C@H](C)[C@H](CN(C)C(=O)Cc2ccccn2)Oc2ncc(-c3ccc(F)cc3)cc2C1=O | 0.8
CCCNC(=O)C[C@H]1CC[C@H]2[C@@H](COC[C@@H](O)CN2C(=O)c2ccc(F)cc2)O1 | -1.5
C[C@@H]1CN([C@H](C)CO)C(=O)c2cc(C#Cc3ccccc3F)cnc2O[C@H]1CN(C)C(=O)Cc1ccncc1 | 0.8
CO[C@H](CN(C)C(=O)c1cnccn1)[C@@H](C)CN([C@@H](C)CO)S(=O)(=O)c1ccc(C)cc1 | -1.6
C[C@@H]1CN([C@@H](C)CO)C(=O)c2c(c3ccccc3n2C)-c2ccccc2CO[C@H]1CN(C)C(=O)c1ccncc1 | -7.5
